RAD52 inh – RAD52 DNA annealing inhibitors, primary screen, biochemical, FRET, single point, set 2 | DNA repair protein RAD52 homolog (Homo sapiens), P43351 | recombinant RAD52 DNA annealing, FRET fluorescence | inhibition, % at 18.7 µM | 360,000 compounds, 0.46% hits;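 active = every replicate showing at least 50% inhibition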
Target sequence (P43351 whole entry, looked up): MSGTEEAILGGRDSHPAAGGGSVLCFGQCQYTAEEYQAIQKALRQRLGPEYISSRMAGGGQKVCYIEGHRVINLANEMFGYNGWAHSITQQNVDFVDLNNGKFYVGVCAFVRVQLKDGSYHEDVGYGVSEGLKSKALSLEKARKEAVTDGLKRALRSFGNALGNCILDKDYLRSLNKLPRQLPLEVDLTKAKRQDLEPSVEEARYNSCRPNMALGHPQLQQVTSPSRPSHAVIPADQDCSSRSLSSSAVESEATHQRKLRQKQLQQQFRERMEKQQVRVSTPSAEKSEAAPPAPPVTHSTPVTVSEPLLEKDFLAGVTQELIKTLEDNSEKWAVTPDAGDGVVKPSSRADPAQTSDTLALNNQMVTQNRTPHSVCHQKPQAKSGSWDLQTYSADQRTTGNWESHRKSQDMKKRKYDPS
miR-122 sensor – miR-122 Renilla sensor signal increase in Huh7, primary screen, miR-122 inhibitor project, cell-based, single point, plate reader | Huh7 miR-122 Renilla luciferase sensor, 48 h; neutral wells = 0, positive control = 100 | activation (reporter increase), % at 12.5 µM | 340,000 compounds, 0.3% hits | AID 602342, 2012;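 active = mean replicate activation score at least 90 and every replicate individually at or above 90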;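 also: higher luciferase means less miR-122 activity so hits act as miR-122 inhibitors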
PGC1a acetyl inh – inhibitors of PGC1a acetylation signal, primary screen, cell-based, U2OS, AlphaScreen, inhibitor mode. AlphaScreen anti-acetyl-lysine; with virally co-expressed GCN5 acetyltransferase. inhibition, % at 15.6 µM. 350,000 compounds, 0.17% hits. AID 651687, 2012;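 active = every replicate shows inhibition of at least 40%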;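 also: 0% = neutral control wells and 100% = positive control wells; some results beyond the cut were filed as inactive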
ERAP1 inh – human ERAP1 aminopeptidase inhibitors, primary screen, biochemical, single point, plate reader. Endoplasmic reticulum aminopeptidase 1 (Homo sapiens), Q9NZ08. recombinant ERAP1, Leu-AMC fluorescence, 60 min. inhibition, % at 10.7 µM. 340,000 compounds, 0.15% hits;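 active = mean replicate inhibition of at least 30%, or all replicates individually reaching that 30% level; inactive = mean below 30% and not every replicate reaching it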;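 also: 0% = neutral control wells and 100% = L-leucinethiol positive control wells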
PglD inh – C. jejuni PglD acetyltransferase inhibitors, primary screen, biochemical, DTNB colorimetric, single point; UDP-N-acetylbacillosamine N-acetyltransferase PglD (Campylobacter jejuni); 360,000 compounds, 0.098% hits; purified PglD enzyme, DTNB colorimetric CoA detection; inhibition, % at 12.5 µM; in the data active = inhibition above about 16%, passing the limit was not always enough; also: strong numbers were not always called active
Cneo AK release – Cryptococcus neoformans cell lysis inducers, primary screen, AK release luminescence, single concentration | C. neoformans lysis, adenylate kinase release luminescence, 4 h; normalised: neutral wells 0, clomiphene wells 100 | lysis activity, % at 15 µM | 360,000 compounds, 0.2% hits | AID 651654, 2012;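 active = mean lysis activity across replicates of at least 80%, whatever share of replicates individually reach that level; inactive = mean lysis activity below 80%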
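Schedule: static 4 h at 37 °C with compound, 1 h detection; system: C. neoformans cells; benchmarks: Clomiphene as positive control; buffer or medium: fresh YPD medium; measure: luminescence rise reflecting yeast cell lysis; measured by: luminescent adenylate kinase detection reagent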
RAD54 inh – inhibitors of human RAD54 branch migration, primary screen, biochemical, fluorescence, single point. DNA repair and recombination protein RAD54-like (Homo sapiens), Q92698. RAD54 Holliday junction branch migration, FAM/BHQ fluorescence. inhibition, % at 10.4 µM. 360,000 compounds, 0.14% hits;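 active = mean normalized replicate activity at least 40 and at least half of replicates scoring 40 or more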;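 also: 0% = median of neutral control wells and 100% = median of positive control wells; inhibitors cause a drop in the FAM fluorescence signal; in these data hits start at about 50%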
E-sel inducer – E-selectin induction in HUVECs, primary screen, imaging, HUVEC, immunofluorescence imaging, single point | P16581 | normalized: neutral wells 0, TNF-alpha wells 100 | activation, % at 7.58 µM | 260,000 compounds, 0.37% hits | AID 686992, 2013;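 active = mean E-selectin-positive cell signal at least 10% of the positive control, reached in at least 60% of replicates, without over 20% cell loss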;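 also: in these data hits start at about 27%; measured in HUVEC primary endothelial cells; signal is the percent of cells scored E-selectin positive by PE staining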
Target sequence (P16581 whole entry, looked up): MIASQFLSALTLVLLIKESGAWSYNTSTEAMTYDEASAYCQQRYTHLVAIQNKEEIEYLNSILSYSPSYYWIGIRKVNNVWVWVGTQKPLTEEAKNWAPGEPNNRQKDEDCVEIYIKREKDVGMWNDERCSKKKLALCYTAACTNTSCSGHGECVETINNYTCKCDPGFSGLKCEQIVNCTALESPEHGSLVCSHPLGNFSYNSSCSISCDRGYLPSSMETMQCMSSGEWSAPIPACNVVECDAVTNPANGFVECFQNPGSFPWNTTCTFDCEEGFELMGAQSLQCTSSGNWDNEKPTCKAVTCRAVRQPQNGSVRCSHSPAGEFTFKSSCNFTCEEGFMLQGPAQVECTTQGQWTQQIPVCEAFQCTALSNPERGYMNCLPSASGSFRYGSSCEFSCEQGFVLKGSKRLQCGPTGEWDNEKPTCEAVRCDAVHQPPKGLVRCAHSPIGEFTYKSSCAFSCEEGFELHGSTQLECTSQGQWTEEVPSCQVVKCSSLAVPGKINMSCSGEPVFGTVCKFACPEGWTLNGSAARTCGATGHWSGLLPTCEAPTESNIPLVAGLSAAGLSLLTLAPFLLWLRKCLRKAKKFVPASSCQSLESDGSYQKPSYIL
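System: HUVEC, human umbilical vein endothelial cells; quantity: 3,000 cells/well; buffer or medium: EGM-2 medium, gelatin-coated wells; dosing: single-point compound dose; detection: immunofluorescence imaging; evaluation: % PE-positive cells; benchmarks: TNF-alpha, DMSO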
Numbers without * were called inactive; . = no result given; & = joins results of further samples; [ ] = dose if it differs, or a comment. The order is random. About 1.4% of those tested had a hit in this group.

The opening three compounds as a preview:
SMILES | PGC1a acetyl inh | RAD52 inh | miR-122 sensor | PglD inh | ERAP1 inh | RAD54 inh | E-sel inducer | Cneo AK release
C[C@H](CO)N1C[C@H](C)[C@H](CN(C)S(=O)(=O)c2cccc(F)c2)OCc2cnnn2CCCC1=O | 0 | -3 | -3[16.7 µM] | -1 | 2 | -2 | -0.2 | 5
CC(C)CN(C(=O)CCNC(=O)c1ccc([N+](=O)[O-])cc1)C1CCS(=O)(=O)C1 (stereo not given) | 9 | -1 | -2 | -2 | 2 | -5 | 0.0 | 0
Cn1nc(C(F)(F)F)c(/C=N/OC(=O)c2ccccc2Cl)c1SCc1ccccc1Cl | -22 | . | -6 | -3 | . | 0 | . | 1

All compounds of this part (from the top)
SMILES | PGC1a acetyl inh | RAD52 inh | miR-122 sensor | PglD inh | ERAP1 inh | RAD54 inh | E-sel inducer | Cneo AK release
C[C@H](CO)N1C[C@H](C)[C@H](CN(C)S(=O)(=O)c2cccc(F)c2)OCc2cnnn2CCCC1=O | 0 | -3 | -3[16.7 µM] | -1 | 2 | -2 | -0.2 | 5
CC(C)CN(C(=O)CCNC(=O)c1ccc([N+](=O)[O-])cc1)C1CCS(=O)(=O)C1 (stereo not given) | 9 | -1 | -2 | -2 | 2 | -5 | 0.0 | 0
Cn1nc(C(F)(F)F)c(/C=N/OC(=O)c2ccccc2Cl)c1SCc1ccccc1Cl | -22 | . | -6 | -3 | . | 0 | . | 1
C/C(=C\c1ccccc1)C(=O)NC1CCSC1=O (stereo not given) | -8 | . | -2 | 2 | . | -11 | . | 1
COc1ccc(S(=O)(=O)N(C)C[C@@H]2Oc3ccc(NC(=O)Nc4ccc5c(c4)OCO5)cc3C(=O)N([C@@H](C)CO)C[C@H]2C)cc1 | 14 | -5 | -1[16.7 µM] | 0 | 2 | 57* | -2.6 | -1
CSc1ccc(C(=O)NCC(=O)O)cc1[N+](=O)[O-] | 6 | 1 | -6 | 3 | 3 | 6 | 0.0 | 0
CC(C)NC(=O)Nc1ccc2c(c1)CC(=O)N([C@@H](C)CO)C[C@@H](C)[C@H](CN(C)C(=O)NC(C)C)O2 | 5 | -12 | -9[16.7 µM] | 4 | 0 | 7 | 0.0 | -1
CCOC(=O)c1ccc(-c2ccc(/C=N/NC(=O)c3cncc(Br)c3)o2)cc1 | 0 | -79 | -4 | -2 | 2 | -11 | 0.0 | -3
CCC(CC)c1nnc(NC(=O)C2CSC3(C)CCC(=O)N23)s1 (stereo not given) | 7 | -16 | 0 | 0 | 2 | 5 | -0.3 | -2
NC(=O)c1cccc([N+](=O)[O-])c1 | -6 | -8 | -2 | -1 | -1 | 5 | . | 1

Additional records:
SMILES | PGC1a acetyl inh | RAD52 inh | miR-122 sensor | PglD inh | ERAP1 inh | RAD54 inh | E-sel inducer | Cneo AK release
COCC(=O)N1[C@@H]2c3ccc(-c4ccccc4)c(=O)n3C[C@H]1[C@H](CO)[C@H]2C(=O)NCc1ccccn1 | . | 2 | . | -5 | 0 | -6 | 0.1 | 3
CC(C)CCNc1nc2ccccc2nc1NS(=O)(=O)c1cccs1 | -14 | -1 | 12 | 8 | . | . | 0.1 | 4
O=C(OCC1OC(n2ncc(=O)[nH]c2=O)C(OC(=O)c2ccccc2)C1OC(=O)c1ccccc1)c1ccccc1 (stereo not given) | 6 | -9 | -4 | -4 | -1 | -9 | . | 0
O=C(CN1C(=O)C2C3C=CC(C3)C2C1=O)Nc1ccc2nccnc2c1 (stereo not given) | -1 | -2 | -4 | 4 | -1 | 9 | 0.3 | -3
Cc1cc(C)nc(NS(=O)(=O)c2ccc(N3C(=O)c4ccccc4C3=O)cc2)n1 | . | -13 | -1 | 2 | 0 | -13 | -0.2 | 0
Cc1nc(-c2ccccc2)nc2[nH]c(-c3ccccc3)cc(=O)c12 | . | . | -4 | 1 | . | 5 | . | 1
COc1cccc(S(=O)(=O)N[C@H]2C=C[C@H](CC(=O)NCc3ccncc3)O[C@H]2CO)c1 | 5 | -7 | . | . | 1 | . | 0.1 | .
C[C@@H]1CCCCO[C@H](CN(C)C(=O)c2ccccc2)[C@@H](C)CN([C@@H](C)CO)C(=O)c2cc(NC(=O)CCC(F)(F)F)ccc2O1 | 1 | 17 | 3[16.7 µM] | -3 | 1 | 5 | 0.7 | 0
O=C(COn1nnc2ccccc21)NCC1CCCCC1 | 3 | . | 0 | -2 | . | -6 | . | 1
O=C(C[C@@H]1C[C@H]2c3cc(NS(=O)(=O)c4ccc(F)cc4)ccc3O[C@H]2[C@H](CO)O1)NCc1ccccc1F | -8 | -6 | 31[16.7 µM] | 2 | 0 | -5 | -0.2 | -7

Carrying on:
SMILES | PGC1a acetyl inh | RAD52 inh | miR-122 sensor | PglD inh | ERAP1 inh | RAD54 inh | E-sel inducer | Cneo AK release
Cc1ccc(-c2ccc3c(c2)O[C@H](CN(C)C(=O)C2CC2)[C@H](C)CN([C@H](C)CO)S3(=O)=O)cc1 | -2 | 0 | -9[16.7 µM] | 1 | 3 | 1 | 0.2 | 13
COc1nc2ccccc2nc1N1CCN(Cc2ccc3c(c2)OCO3)CC1 | . | 6 | . | 0 | 1 | 2 | 0.0 | -2
CCOc1cc(S(=O)(=O)N2CCC(c3nc4ccccc4s3)CC2)c(OCC)cc1S(=O)(=O)N1CCCCC1 | -2 | -9 | . | -3 | 0 | 3 | . | -1
CCC(=O)N1N=C(c2ccc(NS(C)(=O)=O)cc2)CC1c1ccc(C)cc1 (stereo not given) | -20 | . | -17 | 0 | . | 4 | . | -2
C[C@@H]1CN([C@@H](C)CO)S(=O)(=O)c2ccc(Br)cc2O[C@@H]1CN(C)S(=O)(=O)c1cn(C)cn1 | -4&-8 | 6&0 | -4 | 6&1 | 4 | 1&-2 | -5.5 | 0&-6
CCS(=O)(=O)N1CCC(C(=O)NCCc2ccccc2)CC1 | 14 | . | 2 | -6 | . | -7 | . | -1
CCC(=O)N1CCCC(C(=O)Nc2nc3ccccc3[nH]2)CC1 (stereo not given) | 4 | -2 | 2 | -1 | -2 | 13 | -0.2 | 1
Nc1ccc(C(=O)N/N=C/c2c[nH]c3ccccc23)cc1 | -4 | -13 | -2 | -2 | 0 | -18 | 1.0 | -3
Cc1ccc(CSCCNC(=O)CN(c2ccccc2)S(C)(=O)=O)cc1 | -6 | -20 | -4 | . | -3 | . | . | .
CC1(C)CC(=O)C2=C(C1)Oc1ncn3nc(-c4cccnc4)nc3c1C2c1ccccc1 (stereo not given) | 4 | . | -2 | 9 | . | -1 | . | 0

Additional entries:
SMILES | PGC1a acetyl inh | RAD52 inh | miR-122 sensor | PglD inh | ERAP1 inh | RAD54 inh | E-sel inducer | Cneo AK release
O=C(C[C@@H]1CC[C@@H]2[C@H](COC[C@@H](O)CN2C(=O)Nc2cccc(F)c2)O1)NCCCN1CCOCC1 | -4 | 0 | -2[16.7 µM] | 0 | -3 | 8 | -0.3 | 50
Cc1ccc(S(=O)(=O)N(C)C[C@H]2Oc3ccc(NC(=O)Nc4c(C)noc4C)cc3C(=O)N([C@H](C)CO)C[C@H]2C)cc1 | 1 | 7 | 44[16.7 µM] | 4 | -5 | 1 | 0.9 | -1
Cc1ccc(NC(=O)Cn2cc(S(=O)(=O)c3ccc(C)cc3)c(=O)c3cc(F)ccc32)cc1 | . | -8 | 1 | 0 | -2 | 15 | 0.2 | -2
NC(=O)C1CCCN(C(=O)c2ccc(-c3cccc(Cl)c3Cl)o2)C1 (stereo not given) | -10 | -22 | -3 | -6 | 2 | -5 | 1.9 | -3
COCCNC(=O)C[C@@H]1CC[C@H]2[C@@H](COc3ccc(NC(=O)Cc4ccccc4)cc3C(=O)N2C)O1 | -2 | 8 | 0[16.7 µM] | -1 | -3 | 8 | 0.0 | 2
CCC(=O)N1[C@H](CN(CC)C(C)=O)[C@@H](c2ccc(-c3cccnc3)cc2)[C@@H]1CO | 1 | -13 | -7[16.7 µM] | -4 | 1 | -7 | 0.7 | -4
Cc1nn(-c2ccc(Cl)c(Cl)c2Cl)c(=O)c2ccccc12 | -10 | . | 5 | -16 | . | 5 | . | -6
CC(=O)N1N=C2c3ccccc3CCC2C1c1ccc(F)cc1 (stereo not given) | 28 | -4 | 5 | -2 | . | -1 | . | 0
COc1ccc(CC(=O)Nc2cc(C)ccn2)cc1 | -14 | . | -2 | -2 | . | 5 | . | -1
COc1ccc(C#Cc2ccc(C3=CC(=O)CC(C)(C)C3=O)cc2)cc1 | -2 | -11 | -7 | 1 | 4 | -4 | 0.0 | 3

(more compounds)
SMILES | PGC1a acetyl inh | RAD52 inh | miR-122 sensor | PglD inh | ERAP1 inh | RAD54 inh | E-sel inducer | Cneo AK release
CC(=O)CCCC(NS(=O)(=O)CCC(Cl)(Cl)Cl)c1ccccc1 (stereo not given) | -4 | -19 | -1 | 1 | 0 | 2 | 0.1 | -2
Cc1cc2c(cc(C(=O)OCC(=O)NC3CCCCC3)n2C)o1 | -7 | 5 | -2 | -2 | 0 | -2 | 1.3 | 2
CCC12CN3CCN(CC(C3)/C1=N\NC(=O)c1ccc(C(C)(C)C)cc1)C2 | -4 | -11 | -3 | -3 | 0 | 4 | . | 2
CCCc1nnc(SCC(=O)N2CCCC(C)C2)n1CCCOC (stereo not given) | 7 | . | -5 | . | . | -8 | . | 10
CCOC(=O)N1CCN(C(=O)c2ccc(Cl)c(S(=O)(=O)Nc3ccccc3)c2)CC1 | 4 | . | 6 | 5 | . | -7 | . | 3
O=C(N/N=C/C(Cl)=C/c1ccccc1)c1ccc2c(c1)OCO2 | -26 | -5 | -5 | 0 | 2 | 1 | . | -1
O=C(Nc1ccc2c(c1)OCCO2)C1CCCN1C(=O)Nc1ccccc1 (stereo not given) | . | 1 | 0 | . | -2 | 2 | . | -1
CC(C)N(Cc1cc2ccccc2[nH]c1=O)C(=O)c1cccc([N+](=O)[O-])c1 | 7 | -19 | . | -1 | 2 | 1 | . | 0
COc1ccc(NC(=O)Nc2ccc3c(c2)C(=O)N([C@@H](C)CO)C[C@H](C)[C@@H](CN(C)C(=O)C2CCCCC2)OCCCC[C@H](C)O3)cc1 | 5 | -6 | -4[16.7 µM] | -6 | 1 | 6 | 0.1 | 3
Cc1sc2nc(CN(C(=O)NC3CCCCC3)C3CCCC3)[nH]c(=O)c2c1C | -6 | -3 | 26 | -1 | -1 | -6 | . | -1

Continuation:
SMILES | PGC1a acetyl inh | RAD52 inh | miR-122 sensor | PglD inh | ERAP1 inh | RAD54 inh | E-sel inducer | Cneo AK release
CNC[C@H]1Oc2ccc(NC(=O)Cn3cnnn3)cc2C(=O)N([C@H](C)CO)C[C@@H]1C | -3 | -14 | 0[16.7 µM] | 0 | 3 | -2 | 0.0 | -10
CN1C(=O)c2cc(NC(=O)C3CCC3)ccc2OC[C@H]2O[C@@H](CC(=O)NCC3CCCCC3)CC[C@@H]21 | -5 | 11 | . | . | 4 | . | 0.0 | .
CCOC(=O)Cn1c(=O)oc2cc(S(=O)(=O)NCCC(C)C)ccc21 | -5 | -17 | 9 | -1 | -1 | -11 | -1.4 | 7
CCOC(=O)C1CCN(C(=O)c2cc3cc4cc(OC)ccc4nc3o2)CC1 | 27 | . | 1 | -1 | . | 22 | . | 4
CCc1cc2c(-c3ccccc3)cc(=O)oc2cc1OC(C)C(C)=O (stereo not given) | 13 | -8 | -7 | 1 | -1 | -3 | -0.1 | -1
